CaV13 ICDI inh = Primary screen for inhibitors of IQ motif and Ca2+-dependent inactivation inhibitor domain binding in CACNA1D, Förster resonance energy transfer in living cells, …; HEK cells, CFP/YFP FRET ICDI-IQ, plate reader, 10 min; percent FRET-ratio fall versus neutral wells; inhibition, % at 12.3 µM; 340,000 tested, 0.098% active;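 active means mean replicate inhibition of at least 30% and at least 1% of replicates passing that level; inconclusive means only one of the two criteria is met; inactive means neither criterion is met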;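 further: 0% = median of the neutral control wells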
PDI turbidity = blocks human protein disulfide isomerase activity; P07237; PDI insulin aggregation turbidity, A650, 90 min; inhibition, % at 10 µM; 350,000 tested, 0.052% active;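 active means mean inhibition across replicates of 30% or more, whatever share of single replicates reach that level; inconclusive means mean inhibition below 30% while every single replicate reaches 30%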;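 further: absorbance from insulin aggregation driven by PDI reduction with DTT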
Target sequence (P07237 whole entry, looked up): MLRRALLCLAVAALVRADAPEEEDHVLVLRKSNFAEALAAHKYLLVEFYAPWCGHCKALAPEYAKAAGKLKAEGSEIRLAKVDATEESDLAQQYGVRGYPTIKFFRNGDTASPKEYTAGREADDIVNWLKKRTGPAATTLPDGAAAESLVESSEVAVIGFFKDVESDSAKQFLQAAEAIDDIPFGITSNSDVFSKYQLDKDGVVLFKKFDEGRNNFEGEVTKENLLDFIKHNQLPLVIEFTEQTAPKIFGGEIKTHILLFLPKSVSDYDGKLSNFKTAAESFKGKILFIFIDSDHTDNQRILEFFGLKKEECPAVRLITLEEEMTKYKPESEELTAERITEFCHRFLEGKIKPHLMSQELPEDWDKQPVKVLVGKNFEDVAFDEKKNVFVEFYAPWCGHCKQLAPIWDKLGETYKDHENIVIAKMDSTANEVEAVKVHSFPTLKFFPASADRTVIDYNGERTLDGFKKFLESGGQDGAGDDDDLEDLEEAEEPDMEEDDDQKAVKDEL
HIF-2a block = inhibitors of HIF-2a; 786-0 RCC cells HIF-2a reporter, luciferase luminescence, overnight; inhibition, % at 18.8 µM; 360,000 tested, 0.72% active; AID 624352;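 active means inhibition of the luminescence signal of 40% or more relative to plate controls, in a single-dose primary screen at 18.75 µM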
Peg3 promoter = reduces Peg3 promoter-driven luciferase expression in HeLa | AID 588405 | HeLa PEG-Prom luciferase reporter, luminescence, overnight | 360,000 tested, 1.7% active | inhibition, % at 20 µM;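 active means inhibition of at least 50% at 20 µM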
NR2E3 ag-1 = agonists of human nuclear receptor NR2E3. GST-NR2E3/biotin-RetCOR TR-FRET, 1536-well. inhibition of corepressor binding, % at 4.78 µM. 320,000 tested, 0.12% active. AID 2300;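 active means percent inhibition above the cutoff of mean plus 3 SD of all tested compounds, set per screening campaign, cut at about 20% in these data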;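 further: 0% = DMSO wells and 100% = biotin wells as full block of FRET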
Target sequence (Q9Y5X4 whole entry, looked up): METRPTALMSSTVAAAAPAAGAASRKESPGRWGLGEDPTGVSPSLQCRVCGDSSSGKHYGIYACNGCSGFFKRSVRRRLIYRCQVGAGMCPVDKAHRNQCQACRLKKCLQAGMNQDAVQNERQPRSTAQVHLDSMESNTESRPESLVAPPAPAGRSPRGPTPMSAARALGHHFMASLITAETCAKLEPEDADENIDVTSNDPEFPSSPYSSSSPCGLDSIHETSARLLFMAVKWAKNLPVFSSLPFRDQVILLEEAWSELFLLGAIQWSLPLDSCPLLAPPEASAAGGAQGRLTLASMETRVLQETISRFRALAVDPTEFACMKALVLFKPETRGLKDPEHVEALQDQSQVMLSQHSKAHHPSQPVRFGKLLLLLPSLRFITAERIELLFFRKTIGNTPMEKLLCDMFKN
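Format: 1536-well format; test system: GST-NR2E3 and biotin-RetCOR proteins; read-out basis: percent inhibition of TR-FRET ratio; timing: 5 h incubation at 4 °C; detection: time-resolved FRET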
Granule exo inh = lytic granule exocytosis inhibition; TALL-104 LAMP-1 surface exposure, flow cytometry; cells stimulated with thapsigargin and PMA; inhibition, % at 10 µM; 360,000 tested, 0.66% active; AID 651702;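 active means inhibition above about 55%, limit read from the data; inconclusive means no clear call, values can overlap the other calls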
aDG glyco act = increases alpha dystroglycan glycosylation; Pro5-aDG cells, alpha-DG glycosylation AlphaScreen (IIH6); 0% Pro5, 100% B10-LARGE cell signal; activation, % at 10 µM; 360,000 tested, 0.22% active; AID 624168;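 active means activation of at least 8% versus controls, or a plate z-score of at least 8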;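 further: Pro5 are CHO cells carrying HIG-tagged alpha-DG that lacks glycosylation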
NR2E3 ag-2 = activates human NR2E3 receptor | CHO-S Gal4-NCOR/VP16-NR2E3 two-hybrid, luciferase | inhibition of corepressor binding, % at 3.98 µM | 360,000 tested, 0.35% active | Q9Y5X4 | AID 602229;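 active means inhibition above the mean of all tested compounds plus 3 SD, cut at about 70% in these data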;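 further: 0% = DMSO with NR2E3 transfected cells and 100% = cells lacking NR2E3 construct; higher means lower luciferase signal from less NR2E3 corepressor binding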
TRPM1 prom inh = inhibitors of MITF-driven TRPM1 promoter in melanoma cells; SK-MEL-5 TRPM1 promoter luciferase, 24 h; inhibition, % at 12.5 µM; 330,000 tested, 0.83% active; AID 488899;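 active means mean inhibition across replicates of 60% or more, whatever share of single replicates reaches that level; inconclusive means some that reach 60%, reason not given; inactive means mean inhibition across replicates below 60%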; further: values of inactives mirror those of a sister screen read the other way
iPSC survival up = hiPSC single-cell survival enhancement. AID 602274. 360,000 tested, 0.044% active. ATPlite luminescence; 100% = ROCK inhibitor wells, 0% = DMSO. survival enhancement, % at 20 µM; in the data active means survival enhancement above about 18%;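 further: cells exposed to compounds for 16 hours before the ATP read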
Vif inh = blocks HIV Vif function. AID 602346. HEK293T cells, Vif self-association by quenched fluorescence, imaging, 24 h. 340,000 tested, 0.35% active. inhibition, % at 7.49 µM; in the data active means inhibition above about 50%, passing the limit was not always enough; inconclusive means no clear call, values can overlap the other calls; inactive means below about 31%; further: some results filed as inactive read as strong as hits
* marks the source's active call; other numbers are inactive results; ? = inconclusive; / = not tested or not shown.

Results follow in this order: CaV13 ICDI inh	PDI turbidity	HIF-2a block	Peg3 promoter	NR2E3 ag-1	Granule exo inh	aDG glyco act	NR2E3 ag-2	TRPM1 prom inh	iPSC survival up	Vif inh
- Nc1nnc(SCC(=O)Nc2nnc(-c3ccccc3)o2)s1
    -3	-5	4	2	5	-1	0.0	-3	-3	-0.1	-4
- COc1ccccc1-c1cc(-c2ccccc2)nc(SCC(=O)O)c1C#N
    10	4	19	23	/	-7	-0.1	-3	3	-0.6	0
- N#Cc1c(N)nc2c(c1-c1ccncc1)CCCC2
    -5	-3	20	11	0	-4	0.1	-24	6	-0.5	-5
- CN(C)c1ccc(-c2ccnc3c2CC(C)(C(=O)Nc2ccccc2)O3)cc1 (stereo unspecified)
    -7	3	6	8	/	-1	0.0	-15	/	7.6	1
- COc1ccc(N2C(=O)CC(c3ccccc3)CC2=O)cc1
    -12	6	-7	-22	2	-3	0.2	12	-2	1.8	-4
- CC1(C)C(O)=C(c2nc3ccccc3[nH]2)C(=N)N1c1ccccc1
    -5	12	-15	-29	1	0	0.0	14	-5	-0.5	-14
- CCOc1ccc(NC(=O)CSc2ncn[nH]2)cc1
    -7	3	-7	-29	3	6	-0.2	-34	-4	-0.5	0
- Cc1ccc(N(Cc2cc3ccc(C)cc3[nH]c2=O)C(=O)c2ccco2)cc1
    -7	1	20	10	0	6	0.0	4	-1	1.0	3
- COc1ccc(N2CCN(S(=O)(=O)c3ccc4c(c3)CC(C)N4C(=O)C3CC3)CC2)cc1 (stereo unspecified)
    -6	2	4	13	-2	1	0.6	2	23	-0.2	15
- O=C(c1cccs1)N1CCCC(c2nc3c(nnn3Cc3ccccc3)c(=O)[nH]2)C1 (stereo unspecified)
    2	9	22	2	-1	12	-0.1	2	-2	0.6	-18
- COc1ccc(CN2C(=O)c3ccccc3C(/C=N\OCc3ccc(C)cc3)C2=O)cc1 (stereo unspecified)
    -5	9	-47	-3	-1	-4	-0.2	-35	1	-0.4	5
- CCC(=O)NC(=S)Nc1ccc(NC(=S)NC(=O)c2ccc(C)cc2)cc1
    -3	-8	-47	-9	0	-6	-0.3	-32	-4	2.8	-5
- O=c1[nH]c2ccccc2c2nc3ccccn3c12
    -5	4	-123	-139	-3	-2	-0.1	-20	-15	-4.4	-1
- CCOC(=O)CNC(=O)CSc1nc2nc(C)c(Br)cc2[nH]1
    0	10	0	-9	3	-14	0.6	-23	6	2.3	/
- c1cc2c(cc1-c1[nH]ncc1CN1C[C@H]3CC[C@H]1C3)OCO2
    -4	2	10	19	4	5	0.2	2	8	0.1	27

Look-ups from the list.
Peg3 promoter with CCC(=O)NC(=S)Nc1ccc(NC(=S)NC(=O)c2ccc(C)cc2)cc1 stands at -9
NR2E3 ag-2 with CC1(C)C(O)=C(c2nc3ccccc3[nH]2)C(=N)N1c1ccccc1 stands at 14

Continuation.
Results follow in this order: CaV13 ICDI inh	PDI turbidity	HIF-2a block	Peg3 promoter	NR2E3 ag-1	Granule exo inh	aDG glyco act	NR2E3 ag-2	TRPM1 prom inh	iPSC survival up	Vif inh
- O=C(NCC(=O)N1CC=C(c2ccccc2)CC1)c1ccco1
    -5	-13	-75	-49	-1	11	-0.1	-28	-38	-0.2	1
- Cc1cccc(NC(=O)[C@H](C)NC(=O)[C@@H]2Cc3ccccc3CN2C(=O)OC(C)(C)C)c1
    -5	-2	-3	-3	1	-1	0.4	-17	6	0.0	-1
- COc1cc(/C=N/n2cnnc2)ccc1OC(=O)c1cccnc1
    -3	8	16	17	0	-2	-0.3	-18	-1	4.4	7
- COc1ccccc1N1CCN(c2ncnc3n[nH]c(Br)c23)CC1
    -7	/	16	/	/	-4	0.1	-57	/	1.6	/
- CC(C)NC(=O)CSc1nc2ccccc2n1CC(=O)N(C(C)C)C(C)C
    7	-1	1	8	/	2	0.0	-11	2	1.1	-3
- Cn1cccc1CNC(=S)Nc1ccccc1F
    -2	0	-8	20	1	-1	0.0	-5	-2	-0.5	5
- COc1ccc(Nc2nc(C)cc(C)c2C#N)c(OC)c1
    -5	-1	4	8	-2	4	0.0	-28	3	1.1	-4
- C[C@@H]1CN([C@H](C)CO)C(=O)c2cc(C#C[C@@H](C)O)cnc2O[C@H]1CN(C)C(=O)c1ccc(F)cc1
    -7	4	11	3	/	10	0.1	-22	/	4.0	-2
- CCN(Cc1nc2ccccc2c(=O)[nH]1)C(=O)COc1ccccc1-c1ccccc1
    -6	4	13	48	2	8	0.3	-1	27	0.2	20
- O=C(CN(Cc1ccccc1)C(=O)CCC(=O)Nc1nccs1)NCc1ccccc1
    -4	3	7	15	5	-16	0.1	0	-3	0.1	15
- COc1ccc(C(=O)c2c(C)c3cc(C)ccc3n2CC(O)CN2CCOCC2)cc1 (stereo unspecified)
    6	?	-2	14	3	-2	-0.3	-2	-4	3.2	8
- OC(CNCc1ccc(-c2ccccc2)cc1)c1ccccc1 (stereo unspecified)
    -14	-5	6	21	11	1	0.1	-28	0	-0.6	14
- CC(C)(C)c1ccc(-n2nc(C(N)=O)c(O)cc2=O)cc1
    -5	-10	1	-5	0	0	-0.1	12	11	-2.9	-7
- C[n+]1cnn2c1SCC1(COC1)C2
    -9	1	13	7	-1	7	0.0	2	-7	1.1	22
- CC(=O)Nc1cc(-c2ccccc2)cn2c(-c3cccc(C(C)=O)c3)cnc12
    -14	3	-1	8	/	50	-0.4	-31	/	-0.7	/

A section taken from the entries so far, for reference:
Results follow in this order: CaV13 ICDI inh	PDI turbidity	HIF-2a block	Peg3 promoter	NR2E3 ag-1	Granule exo inh	aDG glyco act	NR2E3 ag-2	TRPM1 prom inh	iPSC survival up	Vif inh
- C[n+]1cnn2c1SCC1(COC1)C2
    -9	1	13	7	-1	7	0.0	2	-7	1.1	22
- CC(=O)Nc1cc(-c2ccccc2)cn2c(-c3cccc(C(C)=O)c3)cnc12
    -14	3	-1	8	/	50	-0.4	-31	/	-0.7	/

Remaining list, next part.
compound | CaV13 ICDI inh | PDI turbidity | HIF-2a block | Peg3 promoter | NR2E3 ag-1 | Granule exo inh | aDG glyco act | NR2E3 ag-2 | TRPM1 prom inh | iPSC survival up | Vif inh
Cc1ccccc1C(=O)NCC(=O)NC1CC1 | -4 | 3 | 5 | -4 | / | 1 | 0.0 | -4 | -1 | 1.1 | ?
COc1cccc(OC)c1C(=O)Nc1ccc(C(=O)c2ccncc2)cc1 | -3 | -1 | -10 | -9 | 0 | -3 | 0.1 | -7 | -10 | 0.0 | 5
CCCCn1c(N)c(N(CCC(C)C)C(=O)COC(=O)Cc2ccc(Cl)cc2)c(=O)[nH]c1=O | -6 | -1 | 18 | 16 | / | -10 | -0.1 | 7 | 0 | -0.8 | -5
O=C1CN(C(=O)CN2CCCC2)C(c2ccccc2)c2cc(Br)ccc2N1 (stereo unspecified) | -5 | 10 | 3 | 12 | 0 | -4 | 0.1 | -29 | 19 | 0.5 | 1
Cc1csc(C(C)N(C)C(=O)CCc2nnc(CCc3ccccc3)o2)n1 (stereo unspecified) | -15 | -4 | -8 | -11 | -2 | 20 | -0.1 | -23 | 14 | -0.3 | 7
COc1cc(C(=O)NNC(=O)C2CSC3(C)CCC(=O)N23)cc(OC)c1OC (stereo unspecified) | -3 | 10 | 12 | -15 | 5 | 3 | 0.8 | -10 | 7 | 0.2 | 9
Cc1c(C(=O)N(Cc2ccccc2)Cc2cccs2)cnn1-c1ccc(Cl)cc1 | -6 | 1 | 35 | 7 | 0 | 2 | 0.3 | -14 | -1 | -0.6 | -3
CC1CCN(c2c([N+](=O)[O-])nn(-c3ccc4c(c3)OCCO4)[n+]2[O-])CC1 | -6 | 0 | -41 | -153 | 2 | -1 | -0.2 | -41 | -24 | 0.2 | 4
COc1cccc(C(=O)N(C)Cc2c(C)nn(C3CCS(=O)(=O)C3)c2C)c1 (stereo unspecified) | -2 | -16 | 16 | 2 | / | -3 | -0.2 | 10 | 2 | -3.7 | 29
CCC1Nc2ncnc(N3CCOCC3)c2N(Cc2ccc(Cl)cc2)C1=O (stereo unspecified) | / | 10 | 16 | 15 | / | -4 | 1.3 | 0 | 4 | -3.0 | 3
COC(=O)c1ccccc1S(=O)(=O)N1CCCC(c2nc3c(nnn3Cc3ccc(C)cc3)c(=O)[nH]2)C1 (stereo unspecified) | -4 | 5 | 29 | 22 | -2 | -9 | -0.2 | -39 | 12 | 0.3 | -1
CCCCCCN1Cc2ccccc2C1 | / | 5 | -9 | -15 | -1 | -3 | -0.2 | -10 | -17 | -1.0 | 2
O=C(NCc1n[nH]c(=S)n1-c1ccc(Cl)c(Cl)c1)c1ccc(S(=O)(=O)N2CCCCC2)cc1 | -3 | -3 | 10 | 2 | 2 | 1 | -0.1 | 0 | -18 | 0.3 | -41
O=S(=O)(c1ccc(Cl)cc1)N1CCn2c1nc1ccccc12 | -5 | 7 | 7 | 6 | 5 | 2 | 0.1 | -5 | 8 | 0.4 | 1
COC(=O)c1ncccc1SC | 7 | ? | 7 | 4 | 0 | -2 | -0.3 | -18 | 1 | 12 | -6

Single records, as listed above. Order of screens: CaV13 ICDI inh, PDI turbidity, HIF-2a block, Peg3 promoter, NR2E3 ag-1, Granule exo inh, aDG glyco act, NR2E3 ag-2, TRPM1 prom inh, iPSC survival up, Vif inh
Entry for `Cc1c(C(=O)N(Cc2ccccc2)Cc2cccs2)cnn1-c1ccc(Cl)cc1` = -6, 1, 35, 7, 0, 2, 0.3, -14, -1, -0.6, -3
Entry for `COc1ccc(Nc2nc(C)cc(C)c2C#N)c(OC)c1` = -5, -1, 4, 8, -2, 4, 0.0, -28, 3, 1.1, -4
